# Screens: PubChem, several laboratories
# HTR5A ag ctr: HTR5A agonists in luminescence cell assay, primary screen, counter-screen for OPRM1-OPRD1 heterodimer agonist project, full-deck HTS | 5-hydroxytryptamine receptor 5A (Homo sapiens), P47898 | cell-based | activation, % at 9.3 µM | 340,000 tested, 0.61% active | AID 504692, 2011; in the data active = activation mostly above about 9.5%, no sharp cut-off; inactive = mostly below about 7.6%;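 also: 0% = cells with vehicle only and 100% = reference agonist; strong numbers were not always called active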
# DAGLB inh: DAGLB lipase inhibitors, primary screen, biochemical, fluorescence, HTS | HEK293T DAGLB membrane lysate, EnzChek fluorogenic substrate | inhibition, % at 5.17 µM | 340,000 tested, 0.059% active; in the data active = inhibition above about 34%;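 also: 0% = enzyme with vehicle and 100% = wells lacking enzyme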
# PKA-R2B act: activators of PKA-R2B holoenzyme, primary screen, biochemical, fluorescence polarization, Cy5-IP20, human. cAMP-dependent protein kinase catalytic subunit beta (Homo sapiens) + cAMP-dependent …. PKA-R2B holoenzyme dissociation; R2B truncated from residue 108, S112A mutant; 0% DMSO only, 100% 113 µM cGMP. 340,000 tested, 0.079% active. activation, % at 11.4 µM;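 active = activation above a cutoff set at the mean over all compounds plus 3 SD, cut at about 18% in these data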;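 also: higher means more holoenzyme dissociation and a rise in polarization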
# MOR-DOR ag: agonists of OPRM1-OPRD1 heterodimerization, primary screen, cell-based, luminescence; 340,000 tested, 0.3% active; cells; Mu-type opioid receptor (Homo sapiens) + Delta-type opioid receptor (Homo sapiens), …; AID 504326, 2011; activation, % at 9.3 µM; in the data active = activation above about 18%;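 also: 0% = vehicle-treated cells and 100% = reference agonist; values of inactives mirror those of a sister screen read the other way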
# DSG3 Ab inh: inhibitors of pemphigus antibody binding to DSG3, primary screen, biochemical, bead-based, flow cytometry, scFv-GFP; binding (percent of control), % at 10 µM; DSG3-coupled beads, scFv-anti-DSG3-GFP binding; hits give low values; Desmoglein-3 (Homo sapiens), P32926; 310,000 tested, 0.48% active;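 active = binding more than 3 SD below its plate's average and above zero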;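 also: hits lower antibody fragment binding to DSG3; some compounds called inactive have numbers as strong as hits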
# Target sequence (P32926 whole entry, looked up, the tested form may be a part): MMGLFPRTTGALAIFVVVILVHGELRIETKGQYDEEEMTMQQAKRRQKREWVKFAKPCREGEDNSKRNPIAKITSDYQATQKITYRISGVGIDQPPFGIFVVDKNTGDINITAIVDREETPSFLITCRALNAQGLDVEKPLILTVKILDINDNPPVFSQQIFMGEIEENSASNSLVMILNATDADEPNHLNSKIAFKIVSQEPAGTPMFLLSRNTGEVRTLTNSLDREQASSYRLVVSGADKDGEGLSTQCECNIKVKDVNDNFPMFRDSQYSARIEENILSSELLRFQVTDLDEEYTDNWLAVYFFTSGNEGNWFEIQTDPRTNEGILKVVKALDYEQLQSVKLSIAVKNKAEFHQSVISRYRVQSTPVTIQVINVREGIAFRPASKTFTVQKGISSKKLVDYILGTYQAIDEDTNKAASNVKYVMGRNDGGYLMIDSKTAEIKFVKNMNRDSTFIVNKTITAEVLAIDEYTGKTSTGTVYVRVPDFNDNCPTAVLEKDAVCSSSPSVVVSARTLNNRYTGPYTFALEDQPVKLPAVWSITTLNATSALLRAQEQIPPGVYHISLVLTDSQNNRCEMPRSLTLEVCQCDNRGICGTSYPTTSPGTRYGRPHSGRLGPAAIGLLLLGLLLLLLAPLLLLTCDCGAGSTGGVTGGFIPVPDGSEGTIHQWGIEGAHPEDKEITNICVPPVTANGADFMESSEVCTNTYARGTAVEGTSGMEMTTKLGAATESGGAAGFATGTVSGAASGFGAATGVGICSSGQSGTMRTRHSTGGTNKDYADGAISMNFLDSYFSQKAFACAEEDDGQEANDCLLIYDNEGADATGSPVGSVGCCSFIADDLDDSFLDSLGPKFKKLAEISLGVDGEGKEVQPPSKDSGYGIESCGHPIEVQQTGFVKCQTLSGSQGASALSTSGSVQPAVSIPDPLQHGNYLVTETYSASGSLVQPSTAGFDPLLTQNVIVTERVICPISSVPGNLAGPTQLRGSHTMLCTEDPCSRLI
# V-ATPase pH: regulators of yeast V-ATPase proton pumping, primary screen, pHLuorin cytosolic pH fluorescence; S. cerevisiae; response, % at 10 µM; 350,000 tested, 0.37% active; AID 504577, 2011; in the data active = response mostly above about 7.3%, no sharp cut-off; inactive = mostly below about 5.4%; also: actives read high; inactives centre near 0; some compounds called inactive have numbers as strong as hits; reference of the scale not given here
# HTR5A inv ag: HTR5A inverse agonists in luminescence cell assay, primary screen, counter-screen for OPRM1-OPRD1 heterodimer inverse agonist project, full-deck HTS; 5-hydroxytryptamine receptor 5A (Homo sapiens), P47898; HTR5A cell line, inverse agonism; inhibition, % at 9.3 µM; 340,000 tested, 0.083% active; in the data active = inhibition mostly above about 23%, no sharp cut-off; inactive = mostly below about 18%;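 also: 0% = cells with DMSO and 100% = no-cell wells with DMSO; some compounds called inactive have numbers as strong as hits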
# PKA-R1A act: activators of PKA-R1A holoenzyme, primary screen, biochemical, fluorescence polarization, Cy5-IP20, bovine R1A, mouse PKAc; cAMP-dependent protein kinase type I-alpha regulatory subunit (Bos taurus) + …; PKA-R1A dissociation; scaled: DMSO 0%, 113 µM cGMP 100%; activation, % at 11.4 µM; 340,000 tested, 0.083% active;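 active = percent activation above the mean of all tested compounds plus 3 SD, cut at about 19% in these data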;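 also: higher means more PKAc released from R1A so a rise in polarization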
# Arr AP2 block: inhibitors of beta-arrestin/AP2 binding, primary screen, biochemical, GPCR trafficking, flow cytometry; AID 504490, 2011; inhibition, % at 10 µM; FITC-arrestin peptide / GST-AP2 beads; AP2 beta2 appendage carries R879A mutation; 340,000 tested, 0.31% active; beta-arrestin 1 C-terminal peptide binding to AP2 beta2-adaptin appendage (human);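 active = inhibition above a set limit, near 3 SD of compounds lacking own fluorescence, cut at about 54% in these data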;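 also: plate controls were DMSO wells for no effect and 5 µM unlabelled arrestin peptide for full effect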
#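 System: GST-AP2 R879A glutathione beads | Also added: FITC-arrestin peptide, 50 nM | Times: 12 min plus 1 h, RT | Signal: Bead flow cytometry, FITC channel | Buffer or medium: PBS with 0.05% Tween 20 and 0.1% BSA | Read-out basis: Percent drop in bead-associated FITC signal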
# MOR-DOR inv ag: inverse agonists of MOR-DOR heterodimerization, primary screen, cell-based, luminescence | AID 504357, 2011 | Mu-type opioid receptor (Homo sapiens) + Delta-type opioid receptor (Homo sapiens), … | cell-based MOR-DOR heterodimer luminescence, inverse agonism | inhibition, % at 9.3 µM | 340,000 tested, 0.21% active; in the data active = inhibition above about 22%, passing the limit was not always enough;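 also: 0% = cells with DMSO and 100% = wells without cells with DMSO; values of inactives mirror those of a sister screen read the other way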
# * = called active by the depositor; · = not tested or not shown.
SMILES,HTR5A ag ctr,DAGLB inh,PKA-R2B act,MOR-DOR ag,DSG3 Ab inh,V-ATPase pH,HTR5A inv ag,PKA-R1A act,Arr AP2 block,MOR-DOR inv ag
CC(C)C(=O)Nc1ccc(-c2nc3ccccc3c(=O)o2)cc1,0.9,4.2,-21.1,-2.2,97.0,-1.9,-2.4,-15.6,-13.9,10.3
Cc1noc(/C=C/N(C)C)c1S(=O)(=O)N1CCCC(C(=O)NCc2ccccc2Cl)C1 (configuration not stated),3.1,6.9,0.1,1.1,102.7,-0.7,-22.7,7.4,4.5,-6.0
COc1ccc(S(=O)(=O)c2nnn(-c3ccccc3Cl)c2N)cc1,-4.3,-2.2,6.2,0.1,95.5,-2.8,11.1,-9.8,1.9,-0.8
O=C(NNC(=S)NC(=O)c1cccc([N+](=O)[O-])c1)c1ccc(O)cc1,-1.9,-2.2,-2.8,-3.3,97.2,-0.1,7.1,-1.0,34.6,16.7
COc1ccc(S(=O)(=O)N(CC(C)C)CC(C)C)c2cccnc12,-0.4,-1.3,3.5,0.0,97.1,0.5,0.9,-2.7,4.4,0.2
CC(C)COC(=O)CCNc1n[nH]c(=O)[nH]c1=O,0.0,-1.8,-1.8,-0.1,96.6,-0.8,-8.3,6.6,-2.2,0.5
CCCCn1nc(C(=O)NCc2ccccc2CN2CCCC2)c2ccccc2c1=O,4.9,-2.2,-3.0,-2.7,103.0,1.3,-12.1,-1.7,2.3,11.6
CC1CCN(C(=O)Cn2cnc3c2c(=O)n(C)c(=O)n3C)c2ccccc2S1 (configuration not stated),·,2.2,5.2,·,98.7,-4.4,·,0.0,-6.2,·
NNC(=O)C1CC1c1ccc(Cl)cc1 (configuration not stated),-2.9,-1.3,9.1,-1.9,101.7,0.3,10.7,5.0,11.0,9.8
CCC(=O)Nc1cccc(C(=O)OCC(=O)c2ccccc2Cl)c1,-3.9,0.9,0.7,-1.0,108.4,2.3,12.6,0.0,2.4,5.2
CCOC(=O)c1[nH]c2c(c1C)C(=O)CC(c1ccco1)C2 (configuration not stated),-1.1,-0.5,-4.4,-4.6,107.7,-0.3,3.0,-13.6,21.2,23.8
CSc1cccc(NC(=O)c2ccco2)c1,-10.5,-1.1,-20.9,-1.3,104.2,1.9,-33.5,-1.4,2.0,7.3
CCC(C)C(NC(C)=O)C(=O)NC(=O)NC(c1ccccc1)c1ccccc1 (configuration not stated),-0.1,2.0,-2.9,-0.6,90.7,-2.0,-2.3,4.1,-14.2,3.5
O=C(CSc1nc(=O)n2cc(Cl)ccc2n1)NCCc1ccccc1,1.6,0.7,2.3,-0.7,115.1,-0.5,9.8,-12.7,-5.7,4.2
CCOc1ccc(S(=O)(=O)Nc2nc3ccccc3nc2Cl)cc1,-0.5,2.2,-2.6,-1.6,102.7,-4.9,2.0,-2.9,26.9,7.5
CNC(=O)c1cc(C(=O)c2ccccc2C(F)(F)F)c[nH]1,-1.4,1.2,-13.5,-1.4,101.0,-1.9,3.1,3.3,-7.2,6.5
O=C(Nc1ccc(Cl)cc1)N1CCN(C(=O)C2CCCO2)CC1 (configuration not stated),0.8,-1.8,2.6,-2.0,99.8,-1.6,-27.5,7.3,-4.3,11.2
O=C(Cc1ccc(Br)cc1)N1CCN(c2ccccn2)CC1,0.8,2.2,3.6,-0.8,126.4,-2.5,1.4,1.6,13.2,4.6
COCCN(C(=O)/C=C/c1ccccc1)c1nnc(-c2cccnc2)s1,-0.4,-0.7,-6.3,-1.3,87.7,1.2,27.0,-5.0,4.0,6.9
CNC(=S)N1N=C(c2ccc(Br)cc2)CC1c1ccc(N(C)C)cc1 (configuration not stated),4.6,-3.5,-1.1,-1.4,70.0,1.4,8.4,6.2,-4.4,7.3

# No new results follow: 2 of the compounds above.
SMILES,HTR5A ag ctr,DAGLB inh,PKA-R2B act,MOR-DOR ag,DSG3 Ab inh,V-ATPase pH,HTR5A inv ag,PKA-R1A act,Arr AP2 block,MOR-DOR inv ag
COCCN(C(=O)/C=C/c1ccccc1)c1nnc(-c2cccnc2)s1,-0.4,-0.7,-6.3,-1.3,87.7,1.2,27.0,-5.0,4.0,6.9
CNC(=S)N1N=C(c2ccc(Br)cc2)CC1c1ccc(N(C)C)cc1 (configuration not stated),4.6,-3.5,-1.1,-1.4,70.0,1.4,8.4,6.2,-4.4,7.3

# Continuation:
SMILES,HTR5A ag ctr,DAGLB inh,PKA-R2B act,MOR-DOR ag,DSG3 Ab inh,V-ATPase pH,HTR5A inv ag,PKA-R1A act,Arr AP2 block,MOR-DOR inv ag
COc1ccccc1C(c1nnnn1CCc1ccccc1)N1CCN(c2ccccc2)CC1 (configuration not stated),2.6,-0.6,0.0,0.2,97.6,2.0,-27.1,3.6,2.0,-1.1
Cc1ccsc1/C=N/N1CCN(C2c3ccccc3-c3ccccc32)CC1,-2.0,-1.5,-1.5,-1.0,105.3,-0.5,4.8,-9.3,7.6,4.2
O=C(C1CCN(S(=O)(=O)c2cccc3cccnc23)CC1)N1CCN(c2ccc(Cl)cc2)CC1,-1.6,2.4,0.6,2.9,104.6,-0.4,4.8,0.4,1.6,-14.9
O=C(Nc1ccc2c(c1)OCO2)c1sc2cc(Cl)ccc2c1Cl,1.5,-0.3,1.0,-3.1,94.1,-13.3,-8.1,-11.9,8.4,14.1
O=C(Cn1nc(-c2ccc(Cl)cc2)c2ccccc2c1=O)Nc1cccnc1,3.8,-0.7,-12.3,4.7,105.6,-0.4,-10.2,-3.0,-3.0,-28.8
CCOc1ccc(C(=S)N2CCOCC2)cc1OCC,3.1,-2.4,11.5,-1.7,109.8,1.9,-16.6,-2.5,-4.3,9.0
CC(C)CCN(C(=O)CNC(=O)c1cccs1)C(C(=O)NC1CCCC1)c1ccncc1 (configuration not stated),-2.3,-3.2,-3.4,-2.0,98.8,-0.4,-9.4,9.3,28.3,10.0
CC1CC(C)CN(S(=O)(=O)N2CCC(C(=O)NCCC3=CCCCC3)CC2)C1 (configuration not stated),-0.4,-1.0,6.1,-1.6,100.1,-1.9,2.1,1.0,0.3,8.6
COc1ccc(CC(=O)N2CCc3cc(OC)c(OC)cc3C2)cc1,1.9,-3.0,0.3,-1.2,·,4.5,-6.6,-3.4,-2.6,5.6
CC1CN(C(=S)Nc2cccc([N+](=O)[O-])c2)CC(C)O1 (configuration not stated),-3.3,1.1,0.8,-0.4,100.8,1.9,8.4,-7.8,-11.5,1.7
COc1ccc(-c2cc(NCCc3ccncc3)n3ncnc3n2)cc1,4.7,0.2,-17.5,-1.6,96.4,-0.9,-16.7,-1.4,1.2,9.0
COc1c2ccoc2nc2c(OC)c(OCC(OC(C)=O)C(C)(C)O)ccc12 (configuration not stated),4.1,1.1,7.5,-2.1,98.0,-0.8,-7.9,-6.1,2.8,10.4
O=C(Nc1cc(S(=O)(=O)N2CCOCC2)ccc1N1CCOCC1)c1cccc(Cl)c1,·,-1.9,3.4,·,94.5,2.5,·,-5.2,·,·
Cc1nn(C(C)C(=O)N2CCc3ccccc3C2)c(=O)c2cc3occc3n12 (configuration not stated),2.8,-5.2,-2.9,-3.3,101.0,-5.0,-7.8,-4.9,15.8,17.7
N#Cc1cc([N+](=O)[O-])c(-n2nnc3ccccc32)c([N+](=O)[O-])c1,-0.4,3.8,3.2,0.0,·,0.4,10.6,5.8,19.6,0.3
C[C@H]1CN([C@@H](C)CO)C(=O)Cc2cc(NC(=O)C3CC3)ccc2O[C@H]1CN(C)Cc1ccc(Oc2ccccc2)cc1,2.6,0.9,8.7,1.4,99.4,-1.5,-7.8,-4.4,7.9,-8.3
O=c1oc2cc(O)ccc2cc1-c1ccccc1,6.8,-1.7,-5.3,-1.2,94.9,-1.1,-27.8,-9.7,-12.8,6.2
COc1ccc(/C(CC2OC(=O)c3ccccc32)=N\NC(N)=O)cc1 (configuration not stated),2.2,1.0,9.6,-3.8,81.6,-2.6,18.8,-5.3,-5.0,19.0
O=C(CN1CCC(Cc2ccccc2)CC1)NC(=O)NC1CCCCC1,0.2,-6.1,14.9,3.0,101.1,-2.9,-0.5,-2.3,-2.7,-13.8
CCc1cc2c(=O)c(-c3nc4ccccc4[nH]3)coc2c(CN2CCCCC2)c1O,3.7,-1.3,-11.7,-2.8,95.6,0.3,-11.6,-2.0,-23.7,14.7
O=C(COc1ccc([N+](=O)[O-])cc1)N(Cc1ccccc1)Cc1ccccc1,-5.1,-3.2,-0.6,-0.5,94.0,3.9,12.5,-4.7,-6.2,3.5
Nc1nc(CN2CCN(Cc3ccc4c(c3)OCO4)CC2)nc(Nc2ccccc2)n1,6.1,1.2,-3.3,-2.8,98.3,3.9,0.5,-17.8,13.3,14.3
Cc1c(CCC(=O)NCCC(=O)O)c(=O)oc2c(C)c3oc4c(c3cc12)CCCC4,0.7,1.0,1.4,-3.2,99.6,-1.2,-2.6,-4.7,33.7,15.8
Cc1onc(-c2ccccc2Cl)c1C(=O)N1CCCc2ccccc21,2.8,-2.5,-3.0,-0.6,127.1,-0.8,-6.2,-0.5,-4.2,2.5
CN1CCN(C(=O)c2cc3c(=O)n4ccccc4nc3s2)CC1,2.0,-2.0,5.0,-1.3,109.8,0.0,-12.6,-3.0,1.9,9.1
C=CCN1C(=O)C(CC(=O)Nc2ccc(OCCC)cc2)N(CCCN2CCN(Cc3ccccc3)CC2)C1=S (configuration not stated),16.7*,-1.2,-9.2,15.7,110.5,-1.6,-73.3,-16.9,10.5,-75.8
CCC(=O)Nc1cc(-c2nn(C)c(=O)c3ccccc23)ccc1N1CCOCC1,6.5,1.6,-6.7,-1.9,84.2,-5.0,13.3,-5.0,3.2,10.3
COc1ccc(C(=O)NC(CO)c2nnc(SCc3ccc(Cl)c(Cl)c3)n2C)cc1 (configuration not stated),3.6,0.1,-7.7,1.8,102.7,-3.0,-9.6,-9.1,-1.3,-11.1
CN(NC(=O)c1ccccc1F)c1ncccc1[N+](=O)[O-],5.9,0.2,-3.1,-3.3,101.4,-1.2,-0.9,4.6,0.7,16.5
O=C(COC(=O)c1cc(-c2cccs2)nc2ccccc12)NC1CCS(=O)(=O)C1 (configuration not stated),-1.7,-0.9,3.0,-1.5,97.9,-3.0,14.0,4.0,16.7,7.7
